# Screening results (PubChem)
# eLon inh: inhibitors of E. coli Lon protease, primary screen, biochemical, fluorescence polarization. P0A9M0. purified E. coli Lon protease. inhibition, % at 7.94 µM. actives 0.42% (n = 360,000); in the data active = inhibition above about 13%, passing the limit was not always enough;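 also: 0% = enzyme with probe and DMSO and 100% = no enzyme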
# MsrA inhibitor: bovine MsrA enzyme inhibitors, primary screen, biochemical, absorbance, HTS. purified bovine MsrA, absorbance read-out. inhibition, % at 15.5 µM. actives 0.75% (n = 360,000). AID 651718, 2012; in the data active = inhibition above about 4.5%;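 also: 0% = vehicle wells with enzyme and 100% = reference inhibitor wells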
# SKN-1 inh: suppressors of acrylamide-induced Pgst-4::GFP reporter in worms, primary screen, SKN-1 inhibitor project, whole organism, uHTS, GFP/RFP fluorescence ratio, strain VP596 | inhibition, % at 21.8 µM | AID 624304, 2012 | actives 0.49% (n = 360,000) | C. elegans VP596 Pgst-4::GFP/RFP ratio, 24 h;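 active = interference check ratio from 0.5 to 1.5 plus GFP to RFP signal ratio inhibition reaching or exceeding a fixed threshold, cut at about 30% in these data, passing the limit was not always enough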; also: some compounds called inactive have numbers as strong as hits
# bovine MsrA act: bovine MsrA enzyme activators, primary screen, biochemical, absorbance, HTS. Methionine sulfoxide reductase A (Bos taurus). purified bovine MsrA, absorbance read-out. activation, % at 10.6 µM. actives 0.3% (n = 360,000); in the data active = activation above about 7.5%;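 also: 0% = vehicle and 100% = reference activator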
# MT1-MMP act inh: blockers of MT1-MMP proenzyme processing, primary screen, HT1080 RFP-PRO-GFP cells, GFP/RFP fluorescence; Matrix metalloproteinase-14 (Homo sapiens), P50281; GFP/RFP ratio fluorescence, overnight; percent of plate control window, DMSO zero; GFP/RFP ratio change, % at 20 µM; actives 0.061% (n = 360,000); AID 651647, 2012;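 active = GFP/RFP ratio change of at least 30% with cell ATP level not reduced by more than half and red fluorescence within 50% of control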; also: strong numbers were not always called active
#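 Test system: HT1080 cells expressing an RFP-PRO-GFP fluorescent reporter construct / Compound dosing: single-point 20 µM compound, 1% DMSO / Schedule: cells overnight before dosing, compound overnight, 37 °C, 5% CO2 / Evaluation: GFP/RFP fluorescence ratio / Control set: DMSO and RFP-L50D-GFP cell wells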
# FAS-TE inh: FAS thioesterase domain inhibitors, primary screen, biochemical, fluorescence intensity, uHTS; Fatty acid synthase (Homo sapiens), P49327; recombinant FAS-TE, OMFH fluorogenic substrate, fluorescence endpoint; inhibition, % at 15 µM; actives 0.67% (n = 360,000); AID 602261, 2012;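 active = compounds whose normalised, plate-corrected inhibition of enzyme fluorescence in the single-dose primary screen is 50% or more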;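 also: 0% = DMSO with enzyme and 100% = substrate without enzyme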
# NRP1-CendR mod: modulators of CendR peptide binding to NRP-1, primary screen, biochemical, fluorescence polarization, uHTS; actives 0.85% (n = 360,000); AID 602438, 2012; FAM-RPARPAR peptide binding to NRP-1; inhibition, % at 25 µM;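 active = inhibition or corrected inhibition above about 18%, plus a signal ratio from 0.5 to 1.5, limit read from the data, passing the limit was not always enough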; also: strong numbers were not always called active
# Tb MetRS inh: T. brucei MetRS inhibitors, primary screen, biochemical, luminescence | methionyl-tRNA synthetase (Trypanosoma brucei brucei) | inhibition, % at 11.9 µM | purified T. brucei MetRS, ATP depletion, Kinase-Glo luminescence | actives 0.4% (n = 360,000);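 active = inhibition above a per-plate cutoff of the control wells' mean inhibition plus 3 SD, cut at about 5.5% in these data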;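 also: 0% = DMSO wells median and 100% = median of wells with control inhibitor compound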
#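 Material – parasite MetRS enzyme · Medium – HEPES-MgCl2-KCl buffer plus DTT, spermine, BSA, pyrophosphatase · Reagent – ATP, methionine and E. coli bulk tRNA substrates · Times – 15 min enzyme-compound preincubation, 2 h reaction, 10 min detection, 25 °C · Measured by – luminescence of leftover ATP · Evaluation – percent inhibition relative to median high and low control wells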
# PABP1 MLLE inh: inhibitors of PABP1 MLLE–PAM2 peptide binding, primary screen, biochemical, fluorescence polarization, FITC-PAM2, GST-MLLE. inhibition, % at 20 µM. Polyadenylate-binding protein 1 (Homo sapiens), P11940. actives 0.36% (n = 360,000). AID 588489, 2011; in the data active = inhibition above about 35%, passing the limit was not always enough;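 also: plate controls were DMSO wells with GST-MLLE for no effect and wells lacking GST-MLLE protein for full effect; some results filed as inactive read as strong as hits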
# The depositor's hits bear a star; x = no result given.
cpd	SMILES	FAS-TE inh	bovine MsrA act	MT1-MMP act inh	eLon inh	SKN-1 inh
1	O=C(CN1C(=O)COc2ccccc21)NNC(=O)Nc1ccccc1F	-1	2	0	-2	8
2	CCOC(=O)C1CCN(C(=O)CCCn2nc(CC)n3c(cc4occc43)c2=O)CC1	-3	-3	2	4	20
3	Cc1ccc(-c2cc(-c3ccccc3)nc(N(C)N)n2)cc1	16	-14	x	-13	-5
4	CC(=O)N1CCN(S(=O)(=O)c2cccc(C(=O)OCC(=O)Nc3c(Cl)cccc3C(F)(F)F)c2)CC1	-2	0	13	-1	13
5	Cc1cc(C)cc(NC(=O)Cn2cnc3c(nnn3Cc3ccc(F)cc3)c2=O)c1	2	-6	-2	-5	-1
6	COC(=O)CN1C(=S)N(c2ccccc2)C(=O)C1CC(=O)Nc1ccc(Cl)cc1 (stereo not drawn)	12	-3	3	-9	10
7	CS(=O)(=O)N(CC(=O)O)c1cc(Cl)cc(Cl)c1	-7	-1	-3	2	8
8	O=C(O)CC(CC(=O)Nc1ccc(-c2ccccc2)cc1)c1ccccc1 (stereo not drawn)	-4	0	6	-11	10
9	CCOC(=O)N1CCN(C(=O)c2ccc(CN(c3ccccc3)S(C)(=O)=O)cc2)CC1	-6	-3	6	-5	17
10	COc1ccc(N2C(=O)C3C(C2=O)C(C(=O)c2ccccc2)N2CCCC32)cc1 (stereo not drawn)	4	-2	-16	0	9
11	Cc1nc(C)n(CC(O)COc2ccc(C(=O)c3ccccc3)cc2)n1 (stereo not drawn)	-6	-9	6	-1	-11
12	CCN1C[C@@H]2[C@@H]3C(=O)N(C)C(=O)[C@@H]3[C@](CC)(C(=O)OC)N2C1=NC	-12	-3	4	-2	-8
13	O=C(O)C1CCCN1S(=O)(=O)c1ccc(F)cc1 (stereo not drawn)	-6	-10	8	-1	-10
14	COc1ccc(NCc2cc(=O)[nH]c3ccccc23)cc1	-4	0	0	-4	20
15	CCOC(=O)CCCNC(=O)COC(=O)c1cc2ccccc2cc1O	-2	-15	-3	1	-13

cpd	Tb MetRS inh	PABP1 MLLE inh	MsrA inhibitor	NRP1-CendR mod
1	1.1	8	0.0	4
2	0.4	-1	1.9	14
3	-0.9	-7	-1.1	9
4	-0.5	-122	2.4	-3
5	-0.7	-4	1.9	-7
6	12*	-13	1.2	18
7	0.2	-7	0.0	3
8	0.1	-6	1.0	-11
9	-0.4	0	-0.6	10
10	-0.8	1	1.0	-22
11	-1.2	-7	-0.7	7
12	-0.4	-2	-0.8	-1
13	-1.9	3	0.4	8
14	-1.4	-12	0.3	-15
15	-0.3	-11	1.1	-7

# Single entries from above:
# entry 3 in NRP1-CendR mod is listed with 9
# entry 7 in Tb MetRS inh is listed with 0.2
# entry 5 in Tb MetRS inh is listed with -0.7

# 6 compounds already listed, ordered by their value in eLon inh, falling:
no.	SMILES	eLon inh
2	CCOC(=O)C1CCN(C(=O)CCCn2nc(CC)n3c(cc4occc43)c2=O)CC1	4
10	COc1ccc(N2C(=O)C3C(C2=O)C(C(=O)c2ccccc2)N2CCCC32)cc1 (stereo not drawn)	0
4	CC(=O)N1CCN(S(=O)(=O)c2cccc(C(=O)OCC(=O)Nc3c(Cl)cccc3C(F)(F)F)c2)CC1	-1
9	CCOC(=O)N1CCN(C(=O)c2ccc(CN(c3ccccc3)S(C)(=O)=O)cc2)CC1	-5
6	COC(=O)CN1C(=S)N(c2ccccc2)C(=O)C1CC(=O)Nc1ccc(Cl)cc1 (stereo not drawn)	-9
8	O=C(O)CC(CC(=O)Nc1ccc(-c2ccccc2)cc1)c1ccccc1 (stereo not drawn)	-11

# Remaining list, next part.
cpd	SMILES	FAS-TE inh	bovine MsrA act	MT1-MMP act inh	eLon inh	SKN-1 inh
16	Cc1nc2ccccc2n1/C(=N\S(=O)(=O)c1ccccc1)c1ccccc1	-10	1	-3	-3	4
17	COc1ccc(NC(=O)CN2CCc3ccccc3C2)c([N+](=O)[O-])c1	18	-5	2	7	7
18	Cc1nc2ccc(NS(=O)(=O)c3ccc(C)c(C)c3)cc2s1	8	0	1	-1	18
19	CCC(CO)NCc1ccc(-c2ccccc2)cc1 (stereo not drawn)	-11	-2	1	-6	13
20	CCOc1cccc(-c2nnc3sc(COc4ccccc4)nn23)c1	24	0	4	-11	4
21	CCOC(=O)NC(c1ccc(C(C)C)cc1)C(Cl)(Cl)Cl (stereo not drawn)	-10	4	5	5	5
22	O=C(CN1CCc2ccccc2C1)Nc1ccc(F)cc1F	1	-2	-1	-9	-10
23	CC(C#N)(NC(=O)COC(=O)c1ccccc1NCCO)C1CC1 (stereo not drawn)	-2	-10	4	-14	-25
24	O=C(NNC(=O)C1CC1)c1ccccc1[N+](=O)[O-]	-6	-3	2	-2	0
25	COc1ccc(/C(O)=C2\C(=O)C(=O)N(CCN3CCOCC3)C2c2ccccc2OC)cc1 (stereo not drawn)	-7	-3	0	3	-7
26	Cc1ccc(-c2cc(Cc3ccccc3)c(=O)[nH]n2)cc1	10	-2	1	-10	-2
27	COc1ccc(/C(C)=N/N=C2/NC(=O)CC(C(=O)O)S2)cc1F (stereo not drawn)	-5	-3	-1	-5	13
28	O=S1(=O)N=C(Nc2nncs2)c2ccccc21	-6	-5	-3	-10	2
29	Cc1cc(C)nc(Sc2ccc([N+](=O)[O-])cc2[N+](=O)[O-])n1	12	-7	-3	0	4
30	COc1ccc(-c2noc(COc3ccccc3OC)n2)cc1OC	8	-2	4	6	-3

cpd	Tb MetRS inh	PABP1 MLLE inh	MsrA inhibitor	NRP1-CendR mod
16	-0.8	8	0.5	0
17	0.4	-9	-0.3	4
18	-0.8	5	0.6	-8
19	-0.3	9	0.6	-5
20	0.0	9	1.2	-18
21	-0.9	0	-0.6	4
22	-0.3	-7	1.3	-8
23	-0.1	4	1.5	4
24	-0.2	0	1.4	14
25	-0.1	1	2.1	-2
26	-0.5	5	-0.5	-1
27	-0.1	3	2.6	8
28	-0.5	11	3.6	-14
29	-0.4	6	0.8	-5
30	-0.1	-4	-0.4	5

# For reference, two of the compounds above:
cpd	SMILES	FAS-TE inh	bovine MsrA act	MT1-MMP act inh	eLon inh	SKN-1 inh
16	Cc1nc2ccccc2n1/C(=N\S(=O)(=O)c1ccccc1)c1ccccc1	-10	1	-3	-3	4
17	COc1ccc(NC(=O)CN2CCc3ccccc3C2)c([N+](=O)[O-])c1	18	-5	2	7	7

cpd	Tb MetRS inh	PABP1 MLLE inh	MsrA inhibitor	NRP1-CendR mod
16	-0.8	8	0.5	0
17	0.4	-9	-0.3	4

# (further entries)
cpd	SMILES	FAS-TE inh	bovine MsrA act	MT1-MMP act inh	eLon inh	SKN-1 inh
31	O=C(NC(N1CCOCC1)C(Cl)(Cl)Cl)c1ccco1 (stereo not drawn)	-1	-1	1	-1	0
32	c1ccc(-c2ccc(CNC3CC3)cc2)cc1	-4	-4	2	0	2
33	CCOC(=O)C1(CCSC)NC(c2ccco2)C2C(=O)N(CC)C(=O)C21 (stereo not drawn)	-7	-6	-3	3	-10
34	Cc1cccc(-c2ncc(CN3CCC(CO)(CCCc4ccccc4)CC3)cn2)c1	14	0	1	-12	-3
35	Cc1cc(C)cc(OCC(=O)NCCN2CCOCC2)c1	-1	0	5	-6	-10
36	CC(C)C(NC(=O)C12CC3CC(CC(C3)C1)C2)C(=O)O (stereo not drawn)	-7	-9	4	1	19
37	Cc1cc(C)c(NC(=O)OCCN2CCOCC2)c(C)c1	3	-1	2	-22	3
38	COc1ccc(NC(=O)CCNC(=O)c2ccc([N+](=O)[O-])cc2)cc1S(=O)(=O)N1CCCCC1	10	-7	15	8	3
39	CCOc1ccc(N(CC(=O)NCc2ccc(Cl)cc2)S(=O)(=O)c2c(C)noc2C)cc1	17	-2	-6	-2	20
40	Cc1nc(CNS(=O)(=O)c2cccnc2)cs1	-5	-2	-1	-5	-4
41	CNC(=O)C1CCN(S(=O)(=O)c2c(C)noc2/C=C/c2ccc(OC)cc2)CC1	-2	-6	6	-8	-17
42	COc1cc(C(=O)OC(C)C(=O)Nc2ccc3c(c2)OCO3)ccc1OCc1c(C)noc1C (stereo not drawn)	2	-3	4	9	1
43	COc1cc2c(C#CCCO)c(-c3ccc(C#N)cc3)oc(=O)c2cc1OC	-8	-1	2	7	16
44	CCCCNC(=O)CSc1nnc(Cc2ccccc2)n1CC1CCCO1 (stereo not drawn)	-2	-1	1	0	-17
45	CCCNC(=O)c1cc2ccccc2c(=O)o1	-11	-3	4	-8	-5

cpd	Tb MetRS inh	PABP1 MLLE inh	MsrA inhibitor	NRP1-CendR mod
31	0.1	5	1.5	-2
32	-0.9	11	-0.6	4
33	-0.6	6	-0.6	-12
34	0.3	-5	0.1	-8
35	-0.8	4	0.7	16
36	-0.8	-8	0.4	11
37	-0.1	5	-0.7	0
38	-0.7	-46	-0.4	-4
39	0.0	2	0.3	-14
40	-0.7	3	0.7	10
41	-0.5	6	0.8	-8
42	0.4	-10	1.6	5
43	-0.3	-6	1.9	4
44	0.4	6	-0.6	0
45	-1.1	-2	2.5	-2

# The list continues.
cpd	SMILES	FAS-TE inh	bovine MsrA act	MT1-MMP act inh	eLon inh	SKN-1 inh
46	Cc1ccccc1CNC(=O)CN1C(=O)c2ccccc2S1(=O)=O	-2	-1	0	8	24
47	COc1ccc(NS(=O)(=O)c2cccc(C(=O)N/N=C/c3ccccn3)c2)cc1	-1	-3	3	-9	2
48	Cc1c(C(=O)Nc2ccc(S(=O)(=O)NCC3CCCO3)cc2)cccc1[N+](=O)[O-] (stereo not drawn)	-6	-11	3	2	-8
49	O=C(NN=Cc1ccccc1OC(F)F)c1ccc(NS(=O)(=O)c2cccs2)cc1	0	1	0	1	16
50	CCC(C)(C)NC(=O)C(c1ccc(C)o1)N(C(=O)c1csnn1)c1cccc(F)c1 (stereo not drawn)	0	0	0	5	13
51	NC(=O)c1ccc(NCCc2cccs2)cc1	-14	-2	1	2	-17
52	CC(C)(C)NC(=O)c1ccc2c(c1)N(CC(=O)N1CCN(c3ccccc3F)CC1)C(=O)C(C)(C)O2	-3	-2	2	3	-7
53	COc1ccc(CC(N)c2csc(Nc3cccc(OC)n3)n2)cc1 (stereo not drawn)	-4	1	-3	-2	6
54	Cc1ccc(C(=O)NCC(=O)NCC(c2cccs2)N2CCOCC2)cc1C (stereo not drawn)	-1	-8	-3	-7	-17
55	Cc1cc(C)nc(SCC(=O)OCN2C(=O)c3ccccc3C2=O)n1	-1	0	0	-7	4

cpd	Tb MetRS inh	PABP1 MLLE inh	MsrA inhibitor	NRP1-CendR mod
46	-0.3	0	-1.4	0
47	-0.7	3	0.5	-10
48	-0.8	-3	0.2	38*
49	0.1	14	2.7	3
50	-0.4	-2	-0.3	-2
51	-0.6	6	-0.3	-1
52	-0.4	1	0.7	-10
53	-0.3	-6	-0.9	4
54	-0.7	-13	-0.3	-7
55	0.1	-8	-0.5	0
